From PubChem BioAssay
KDM5B inh: KDM5B demethylase inhibition | Q9UGL1 | KDM5B demethylase, FDH-coupled NADH fluorescence (FDH is formaldehyde dehydrogenase) | Potency, µM (series often up to 57.7 µM), without a hit: at the highest dose activity change, negative = inhibition, usual class: inhibitors | 2.6% of 220,000 active | AID 1347165; active = well fitted inhibition curve with a large enough effect; inconclusive = small, poorly fitted or top-dose-only effect; inactive = no such curve, though single readings can be large or run the other way; also: 0% is about no effect; nearly all actives have a fitted effect of over 70% in size
Target sequence (Q9UGL1 whole entry, looked up): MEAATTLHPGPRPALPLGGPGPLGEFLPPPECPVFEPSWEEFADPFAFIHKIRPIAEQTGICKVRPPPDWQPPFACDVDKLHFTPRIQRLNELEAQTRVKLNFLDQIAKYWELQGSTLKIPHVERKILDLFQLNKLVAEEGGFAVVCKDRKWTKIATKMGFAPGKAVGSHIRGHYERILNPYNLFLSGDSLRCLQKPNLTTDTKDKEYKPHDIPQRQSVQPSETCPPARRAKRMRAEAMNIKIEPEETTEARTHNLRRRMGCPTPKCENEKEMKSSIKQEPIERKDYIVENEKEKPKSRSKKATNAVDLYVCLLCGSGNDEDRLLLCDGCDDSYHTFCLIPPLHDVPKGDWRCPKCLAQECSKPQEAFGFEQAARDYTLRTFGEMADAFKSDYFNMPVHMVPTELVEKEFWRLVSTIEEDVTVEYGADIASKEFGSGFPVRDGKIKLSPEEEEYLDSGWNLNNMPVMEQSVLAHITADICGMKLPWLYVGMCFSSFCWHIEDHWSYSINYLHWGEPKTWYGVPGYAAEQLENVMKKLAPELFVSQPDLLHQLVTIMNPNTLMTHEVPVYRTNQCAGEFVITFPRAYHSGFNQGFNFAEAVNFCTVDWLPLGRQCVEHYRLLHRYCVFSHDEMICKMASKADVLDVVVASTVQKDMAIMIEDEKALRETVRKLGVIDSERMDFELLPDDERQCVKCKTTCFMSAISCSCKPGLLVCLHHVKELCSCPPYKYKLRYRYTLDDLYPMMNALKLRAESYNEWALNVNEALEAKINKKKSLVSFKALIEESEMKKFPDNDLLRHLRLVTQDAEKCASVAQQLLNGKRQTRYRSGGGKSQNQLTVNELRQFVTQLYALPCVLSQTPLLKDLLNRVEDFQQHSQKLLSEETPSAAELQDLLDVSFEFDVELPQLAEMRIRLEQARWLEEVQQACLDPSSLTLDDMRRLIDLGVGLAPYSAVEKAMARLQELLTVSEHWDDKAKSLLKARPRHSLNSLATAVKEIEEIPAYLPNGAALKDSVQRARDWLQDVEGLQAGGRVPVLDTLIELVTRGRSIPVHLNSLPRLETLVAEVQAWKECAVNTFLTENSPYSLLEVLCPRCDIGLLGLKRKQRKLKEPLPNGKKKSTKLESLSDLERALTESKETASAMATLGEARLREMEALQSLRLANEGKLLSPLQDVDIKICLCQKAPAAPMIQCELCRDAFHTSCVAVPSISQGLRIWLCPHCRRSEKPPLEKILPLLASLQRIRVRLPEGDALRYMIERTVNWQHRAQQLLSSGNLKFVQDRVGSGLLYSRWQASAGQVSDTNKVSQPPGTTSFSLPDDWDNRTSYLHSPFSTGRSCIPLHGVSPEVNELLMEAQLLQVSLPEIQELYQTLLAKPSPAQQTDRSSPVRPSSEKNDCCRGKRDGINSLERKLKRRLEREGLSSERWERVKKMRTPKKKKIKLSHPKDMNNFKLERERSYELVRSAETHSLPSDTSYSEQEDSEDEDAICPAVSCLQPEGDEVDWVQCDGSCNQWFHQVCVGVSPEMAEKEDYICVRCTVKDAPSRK
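qHTS format, multiple compound concentrations. Buffer 50 mM HEPES pH 7.5/0.01% Tween-20; 200 nM KDM5BΔAP final; 10 min compound preincubation; substrate-mix levels 12.5 µM peptide, 25 µM α-KG, 0.25 mM NAD⁺; 30 min RT; ΔRFU.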
The depositor's hits bear a star; [ ] = remark or other dose. Potency is read from the fitted curve at half-maximal effect. The list is partial; rates above refer to the full screens.

O=C(c1ccccc1Cl)N1CCC(c2n[nH]c(=O)n2-c2ccccc2)CC1 was read as KDM5B inh -15%.
COc1ccc2c(=O)c(Oc3ccccc3Br)c(C)oc2c1 was read as KDM5B inh 11%.
For CCC(C(=O)NC1CCN(c2cc(C(F)(F)F)nc(C)n2)CC1)c1ccccc1 (stereo not drawn) the results were KDM5B inh 20%.
`Cc1ccc(Cl)cc1NC(=O)Cn1c(=O)oc2cc(S(=O)(=O)N3CCCCCC3)ccc21` gave KDM5B inh -21%.
`CCN1c2cc(C(=O)NCc3ccc4c(c3)OCO4)ccc2C(=O)N2CCCCCC21` (stereo not drawn) gave KDM5B inh inconclusive.
Screening Cc1cc(C)n(CCC(=O)NCC2CCN(c3cc(-c4ccc(Cl)cc4)[nH]n3)CC2)n1 returned KDM5B inh -15%.
For OC(COc1ccccc1CNCC1CCOCC1)CN1CCSCC1 (stereo not drawn) the results were KDM5B inh -14%.
`COC(=O)C1=C(C)N(Cc2ccc(Br)cc2)C(=O)CC1c1ccccc1Cl` (stereo not drawn) gave KDM5B inh 5%.
CC(=O)NC1(C)CN(Cc2ccc(-c3cccc(F)c3)s2)C1 was read as KDM5B inh -16%[86.2 µM].
`CC(c1ccco1)N(C(=O)Cc1c[nH]c2ccccc12)C1CC1` (stereo not drawn) gave KDM5B inh 16%.
O=C(c1cc(F)ccc1F)N1C[C@@H](CO)[C@H](c2ccncc2)C1 was read as KDM5B inh -11%.
COc1ccc(/C=C/C(=O)NC(=S)Nc2ccc(N3CCN(C(C)=O)CC3)cc2)cc1 was read as KDM5B inh -8%.
For CN(C)CC1(COc2ccc(S(C)(=O)=O)cc2)C[C@@H](O)[C@@H](O)C1 (stereo partly drawn) the results were KDM5B inh 13%[86.2 µM].
`O=C(NC1CCCCC1)N1Cc2[nH]cnc2C[C@H]1c1nc(-c2ccc(F)c(Cl)c2)no1` gave KDM5B inh inconclusive.
Screening COc1ccc(CC(=O)Nc2c(NCC3CCCCC3)c3ccccc3oc2=O)cc1 returned KDM5B inh 12%.

4 compounds already listed, sorted by molar mass, highest first.
COc1ccc(/C=C/C(=O)NC(=S)Nc2ccc(N3CCN(C(C)=O)CC3)cc2)cc1 was read as KDM5B inh -8%.
For CCC(C(=O)NC1CCN(c2cc(C(F)(F)F)nc(C)n2)CC1)c1ccccc1 (stereo not drawn) the results were KDM5B inh 20%.
CC(=O)NC1(C)CN(Cc2ccc(-c3cccc(F)c3)s2)C1 was read as KDM5B inh -16%[86.2 µM].
`CC(c1ccco1)N(C(=O)Cc1c[nH]c2ccccc12)C1CC1` (stereo not drawn) gave KDM5B inh 16%.

Carrying on:
For CN(C)S(=O)(=O)c1ccc2oc(SCCOc3ccc(Br)cc3)nc2c1 the results were KDM5B inh 17%.
O=C(Nc1ccc2c(c1)OCO2)C1CC(=O)N(c2n[nH]c3cc(Br)ccc23)C1 (stereo not drawn) was read as KDM5B inh inconclusive.
`O=C(NCC1CC1)C1CCCN(C2CCN(Cc3ccncc3)CC2)C1` (stereo not drawn) gave KDM5B inh inconclusive.
Screening Cc1cccc([C@H]2C[C@@H](O)[C@@H](O)[C@@H]2NS(C)(=O)=O)c1 returned KDM5B inh -12%[115 µM].
For CSc1ccccc1C(=O)NC1CCC(C)CC1 (stereo not drawn) the results were KDM5B inh 8%.
`CN(C)c1oc(-c2ccc(F)cc2)nc1S(=O)(=O)c1ccc2c(c1)OCCO2` gave KDM5B inh -18%.
For COc1ccc(CC(=O)Nc2nc3c(s2)CC(C)CC3)cc1 (stereo not drawn) the results were KDM5B inh inconclusive.
`Cc1ccc(N2CC(NC(=O)C3CCCC3)CC2=O)cc1C` (stereo not drawn) gave KDM5B inh -6%.
O=C(Cn1cnc2ccc(Br)cc2c1=O)N1CCCC1c1ccc2c(c1)OCCO2 (stereo not drawn) was read as KDM5B inh -4%.
For Cc1ccc([S+](=O)([O-])N2CCc3nc(-c4ccc(Cl)cc4)nc(-c4ccccc4)c3C2)cc1 the results were KDM5B inh 18%.
`COc1ccccc1N1CCN(C(=O)C[C@@H]2CCNC[C@@H]2Cc2cc(COc3ccccc3)on2)CC1` gave KDM5B inh 32%[activator].
`O=C(Nc1ccc(Oc2ccccc2)cc1)O[C@@H]1CO[C@H]2[C@@H]1OC[C@@H]2n1nnnc1-c1ccc(-c2ccccc2)cc1` gave KDM5B inh inconclusive.
`CC(C)c1ccc2oc(=O)cc(-c3oc4ccccc4c3N)c2c1` gave KDM5B inh -25%.
CC(=O)Nc1ccc(CN2CCC[C@H]2c2nc(-c3ccnc(N4CCC(C(N)=O)CC4)c3)no2)cc1 was read as KDM5B inh 32µM*.
Screening O=C(c1ccc2c(c1)N(Cc1cccc(Cl)c1)C(=O)c1ccccc1S2(=O)=O)N1CCCCC1 returned KDM5B inh inconclusive.

By substructure, the entries above containing an aryl thioether with sulfur outside any ring
For CN(C)S(=O)(=O)c1ccc2oc(SCCOc3ccc(Br)cc3)nc2c1 the results were KDM5B inh 17%.
For CSc1ccccc1C(=O)NC1CCC(C)CC1 (stereo not drawn) the results were KDM5B inh 8%.

New compounds follow:
CCN(CC)C(=O)Cn1c(=O)n(-c2ccc(C)c(C)c2)c(=O)c2c3c(sc21)CCCCC3 was read as KDM5B inh -1%.
Screening COc1ccc(N(CC(=O)N/N=C/c2ccccc2F)S(=O)(=O)c2ccccc2)cc1 returned KDM5B inh 17%.
Cc1cc2oc(=O)cc(CN(C)CCOc3ccccc3F)c2cc1C was read as KDM5B inh -1%.
For Cc1ccc(Oc2ccccc2NC(=O)CC(C)(C)CC(=O)O)cc1 the results were KDM5B inh -3%.
For COc1cc(/C=N/NC(=O)c2ccc(Cl)c(S(N)(=O)=O)c2)ccc1OCC(N)=O the results were KDM5B inh inconclusive.
`Cc1ccc(S(=O)(=O)NCCn2cnc([N+](=O)[O-])n2)cc1` gave KDM5B inh 4%.
`CCc1ccc(NC(=O)CCn2c(=O)c3cccn3c3ccccc32)cc1` gave KDM5B inh inconclusive.
`CC(/C=C/c1ccccc1)=N/NC(=S)NC1CCCCC1` gave KDM5B inh -12%.
For Cc1ccc(CN2C(=O)OC(c3cccc(NC(=O)c4ccccc4)c3)C2C(=O)NCCC(C)C)cc1 (stereo not drawn) the results were KDM5B inh -22%.
Screening Cc1ccc2c(c1)c1c3n2CCN(C(=O)c2cccc(C(F)(F)F)c2)C3CCC1 (stereo not drawn) returned KDM5B inh inconclusive.
Screening CCC(Oc1ccccc1F)C(=O)NCc1csc(-c2ccccc2)n1 (stereo not drawn) returned KDM5B inh 10%.
Screening O=C(c1ccccc1)N1CCC2(CC1)CN[S+](=O)([O-])c1cccnc1O2 returned KDM5B inh -5%[115 µM].
Screening CC(C)c1ccc(-c2cc(C(=O)O)c3ccccc3n2)cc1 returned KDM5B inh inconclusive.
Screening CCc1nnc(NC(=O)C2CC(c3ccccc3)=NO2)s1 (stereo not drawn) returned KDM5B inh 6%.
`COc1cc(-c2c(NC(=O)C(C)C)n(C)c3ccccc3c2=O)cc(OC)c1OC` gave KDM5B inh 14%.

A portion from further up, for reference:
CCN(CC)C(=O)Cn1c(=O)n(-c2ccc(C)c(C)c2)c(=O)c2c3c(sc21)CCCCC3 was read as KDM5B inh -1%.
Screening COc1ccc(N(CC(=O)N/N=C/c2ccccc2F)S(=O)(=O)c2ccccc2)cc1 returned KDM5B inh 17%.

Later entries:
`Cc1ccc(S(=O)(=O)N2CCCC(CCC(=O)NCc3ccccc3)C2)cc1` (stereo not drawn) gave KDM5B inh -3%.
Screening Cn1cc(-c2ccncc2)cc1C(=O)N1CCN(c2ccc(F)cc2)CC1 returned KDM5B inh 7%.
CC(Sc1ccc(F)cc1)C(=O)NC1(C#N)CCCCC1 (stereo not drawn) was read as KDM5B inh 6%.
For Cc1nc2c(=O)oc3ccccc3c2nc1C the results were KDM5B inh 12%.
`N=C1C(c2nc3ccccc3c(=O)[nH]2)=C(O)CN1c1ccc(Cl)c(Cl)c1` gave KDM5B inh inconclusive.
Screening NC(=O)C(NC(=O)NCC(F)(F)F)C(N)=O returned KDM5B inh 26%.
`COc1ccc(/C=C/C(=O)Nc2cnc3ccccc3c2)cc1OC` gave KDM5B inh -11%.
For CCOc1ccccc1C(=O)NC(C(=O)OCC(C)C)C(C)C (stereo not drawn) the results were KDM5B inh -4%.
`O=C(NC1CCCCC1)c1cnc2c(c1)N([S+](=O)([O-])c1cccnc1)CCC2` gave KDM5B inh 4%[86.2 µM].
Screening O=C(NC1CCCN(c2cc(-c3ccc(Cl)cc3)[nH]n2)C1)c1ccc2ncccc2c1 (stereo not drawn) returned KDM5B inh -9%.
Screening CCOc1ccc(N2CC(NC(=O)Cc3ccccc3)CC2=O)cc1 (stereo not drawn) returned KDM5B inh -1%.
O=C(NCC(F)(F)F)c1cc(C2CC2)nc2c1c(C1CCCN1)nn2-c1ccccc1 (stereo not drawn) was read as KDM5B inh inconclusive.
`Cc1ccc2c(c1)CCCN2C(=O)c1cc2cc(C)ccc2nc1C` gave KDM5B inh 1%.
For COc1ccc(C(=O)/C=C/c2cn(CC(O)CN3CCN(C)CC3)c3ccccc23)cc1OC (stereo not drawn) the results were KDM5B inh -13%.
`O=C(CSc1ccc2c(c1)OCCO2)c1ccc2c(c1)CCC2` gave KDM5B inh -10%.
For CCC(=O)N1c2ccccc2CC1C(=O)NCc1ccccc1Cl (stereo not drawn) the results were KDM5B inh 6%.
Screening CCc1ccc(N2CC(c3noc(-c4ccc(OC)cc4OC)n3)CC2=O)cc1 (stereo not drawn) returned KDM5B inh 32µM*.
Screening O=C(NC1C[C@H]2CC[C@@H](C1)N2C(=O)C1CCOCC1)c1ccc(F)cc1 (stereo partly drawn) returned KDM5B inh -10%.
Screening CCCCn1nc(C(=O)Nc2cccc(C)c2C)c2ccccc2c1=O returned KDM5B inh 20%.
`Cc1cc(C)cc(-n2ccnc2SCC(=O)Nc2nc3ccccc3s2)c1` gave KDM5B inh -48%.
`COc1cccc(NC(=O)c2ccc3c(c2)NC(C)(CCCCN2CCOCC2)CO3)c1` (stereo not drawn) gave KDM5B inh inconclusive.
For CCN1C(=O)CCc2cc(NC(=O)c3ccc(OC)cc3C)ccc21 the results were KDM5B inh -13%.
Cc1cc(C)c(NS(=O)(=O)c2ccc(N3C(=O)CCS3(=O)=O)cc2)c(Cl)c1 was read as KDM5B inh 7%.
Screening CC(=O)N1CCCc2cc(S(=O)(=O)N3CCCC(C(=O)Nc4ccc(C)c(C)c4)C3)ccc21 (stereo not drawn) returned KDM5B inh 0%.
`CNS(=O)(=O)c1ccc(CN(CCOC)Cc2ccc(C)cc2)cc1` gave KDM5B inh -10%.
Screening O=C(Cn1c(=O)n(CCc2ccccc2)c(=O)c2sccc21)c1ccc(Cl)cc1 returned KDM5B inh -1%.
Cc1cc2c(n1-c1ccc(C(=O)NCc3ccccc3Cl)cc1)CCCC2 was read as KDM5B inh inconclusive.
Screening COCCN1CCC(N2CCN(S(=O)(=O)c3ccccc3C)CC2)C1=O (stereo not drawn) returned KDM5B inh -9%.
O=C(NCc1nnc2ccc(-c3ccccc3)nn12)c1ccccn1 was read as KDM5B inh 28µM*.
CCCc1ccc(OCC)c(-c2csc(N)n2)c1 was read as KDM5B inh -9%.
`O=C(Cn1nc2c(cc1=O)CCCCC2)NCCn1cnc2ccccc2c1=O` gave KDM5B inh -19%.
`CSc1ccc(CNC(=O)Cc2csc3ccccc23)cc1` gave KDM5B inh -19%.
Screening COc1ccc(-c2noc(NCCc3ccc(Cl)cc3)n2)cc1 returned KDM5B inh -13%.
Screening CCc1cc(C(=O)N2CCCC(c3nnc(Cn4ccnc4)n3C)C2)ccn1 (stereo not drawn) returned KDM5B inh -3%.
O=C1c2c(nc(CNCc3cnccn3)n2Cc2ccccc2)NCCN1Cc1cccc(Cl)c1 was read as KDM5B inh 25µM*.
`CNC(=O)CNC(=O)c1cc(-c2ccc(C)cc2)nc2ccccc12` gave KDM5B inh inconclusive.
For CCCC(=O)N1CCN(c2oc(/C=C/c3cccc(OC)c3)nc2C#N)CC1 the results were KDM5B inh inconclusive.
CCOC(=O)c1cnc(SCC(=O)Nc2cccc(Br)c2)nc1N was read as KDM5B inh 7%.
Screening Cc1c(C(=O)NCCc2ccc(Cl)cc2)sc2nc3n(c(=O)c12)CCCC3 returned KDM5B inh inconclusive.
COc1ccc(CN2C(=O)CS/C2=N/N=C/c2ccccc2)cc1 was read as KDM5B inh 5%.
For CN1C(=O)[C@@H]2C[C@@H](O)CN2C2(CN(C3CCCCC3)C2)C1=O the results were KDM5B inh -18%[86.2 µM].
`COc1ccc(C2Cn3cnc(C(=O)N4CCC(C(=O)Nc5cccc(Cl)c5)CC4)c3CO2)cc1` (stereo not drawn) gave KDM5B inh 10%.
COc1nc2ccccc2nc1N1CCC(C(=O)Nc2ccc(C)c(C)c2)CC1 was read as KDM5B inh inconclusive.
For Cc1cc(C)c2nc(C)cc(Nc3cccc(C(=O)O)c3)c2c1 the results were KDM5B inh inconclusive.
Screening CCc1ccc(CNC(=O)CCc2conc2-c2cccc(C)c2)cc1 returned KDM5B inh -23%.
O=C1CCN(Cc2ccncc2)CCCC(C(=O)N2CCCC2)CCN1 (stereo not drawn) was read as KDM5B inh -28%.
Screening CN(Cc1cccn1C)C(=O)c1ccc(C(F)(F)F)cc1 returned KDM5B inh -2%[86.2 µM].
COc1cccc2cc(-c3nc4ccc(C)cc4[nH]3)c(=O)oc12 was read as KDM5B inh -15%.
